TEAD-YAP inh – TEAD-YAP interaction inhibition. HEK-TIYL cells, TEAD-Gal4/YAP UAS-luciferase luminescence. inhibition, % at 9.12 µM. 640,000 tested, 1.4% active. AID 1259422; in the data active means inhibition above about 32%;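 further: 0% = median of test compound wells and 100% = reference inhibitor wells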
MITF primary – blocks human microphthalmia-associated transcription factor; O75030; inhibition, % at 2.6 µM; AlphaScreen MITF homodimerization, bead proximity signal; 650,000 tested, 0.91% active; in the data active means inhibition above about 50%;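 further: 0% = vehicle wells with protein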
Target sequence (O75030 whole entry, looked up): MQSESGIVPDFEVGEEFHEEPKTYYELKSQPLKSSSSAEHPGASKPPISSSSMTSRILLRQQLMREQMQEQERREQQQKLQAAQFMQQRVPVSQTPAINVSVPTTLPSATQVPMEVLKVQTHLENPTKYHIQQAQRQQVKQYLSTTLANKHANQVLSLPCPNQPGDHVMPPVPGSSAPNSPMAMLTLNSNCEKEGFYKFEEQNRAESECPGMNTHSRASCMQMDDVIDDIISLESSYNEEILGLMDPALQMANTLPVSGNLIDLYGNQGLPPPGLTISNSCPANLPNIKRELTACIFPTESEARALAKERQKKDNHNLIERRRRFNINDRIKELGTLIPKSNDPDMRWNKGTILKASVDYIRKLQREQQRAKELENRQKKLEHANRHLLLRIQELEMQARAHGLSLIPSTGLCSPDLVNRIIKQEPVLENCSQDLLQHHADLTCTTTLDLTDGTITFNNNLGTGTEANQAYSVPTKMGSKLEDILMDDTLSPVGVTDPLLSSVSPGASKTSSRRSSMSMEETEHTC
GPR151 activ – activates the human receptor GPR151. Q8TDV0. PathHunter beta-arrestin GPR151 cells, luminescence. activation, % at 11.2 µM. 650,000 tested, 1% active. AID 1508602; in the data active means activation above about 4.9%;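 further: 0% = median of compound wells and 100% = cells with positive control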
Target sequence (Q8TDV0 whole entry, looked up): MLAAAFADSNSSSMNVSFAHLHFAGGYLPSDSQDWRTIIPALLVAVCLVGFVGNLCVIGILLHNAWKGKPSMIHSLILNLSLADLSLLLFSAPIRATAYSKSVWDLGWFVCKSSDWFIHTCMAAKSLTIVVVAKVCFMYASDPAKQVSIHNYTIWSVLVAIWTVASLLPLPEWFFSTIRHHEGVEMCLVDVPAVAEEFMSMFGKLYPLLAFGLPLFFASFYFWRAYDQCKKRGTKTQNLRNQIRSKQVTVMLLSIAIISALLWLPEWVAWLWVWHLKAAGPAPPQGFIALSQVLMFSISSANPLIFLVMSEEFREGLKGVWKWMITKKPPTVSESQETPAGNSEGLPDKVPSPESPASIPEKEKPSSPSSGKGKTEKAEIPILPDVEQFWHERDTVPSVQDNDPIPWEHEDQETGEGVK
FBW7 act – human FBW7 E3 ligase activation, primary screen | 650,000 tested, 0.13% active | Q969H0 | AlphaScreen FBW7–phospho-cyclin E peptide binding, activator screen | normalized activity (activation), % at 26.1 µM; in the data active means normalized activity above about 1.9%;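 further: purified mutant Fbw7 with reduced substrate affinity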
* marks the source's active call; other numbers are inactive results. An unsorted share of the library. Share with any hit: about 3.5%.

smiles,TEAD-YAP inh,MITF primary,GPR151 activ,FBW7 act
COc1ccc(N2CC(NC(=O)NCCCN3CCCC3=O)CC2=O)cc1OC (centres undefined),-10,-1,-1.4,0.0
CC(=O)N1CCN(c2ccccc2NC(=O)c2ccccc2F)CC1,0,10,-0.5,0.1
COc1ccc(OCC(=O)Nc2ccc(I)cc2C)cc1,-2,6,4.3,0.1
Cc1ccc(S(=O)(=O)Nc2ccccc2C(=O)OCc2nc3ccccc3s2)cc1,3,11,-0.4,0.2
CC1=C(C(=O)Nc2cccc(C(F)(F)F)c2)C(c2ccc3c(c2)OCO3)C2=C(CCCC2=O)N1 (centres undefined),-19,2,0.5,0.0
CCOP(=O)(OCC)C(Nc1ccc([N+](=O)[O-])cc1)c1ccc(O)cc1 (centres undefined),0,-11,0.7,0.1
CC(NC(=O)CC1Nc2ccccc2NC1=O)c1ccccc1 (centres undefined),5,24,-1.7,0.7
COC(=O)C1=C(C(=O)OC)SC(=C2C(=S)C(C)(C)Nc3cc(C)ccc32)S1,0,41,2.4,-1.1
c1ccc(CCn2nnnc2CN2CCN3CCCC3C2)cc1 (centres undefined),-8,7,-1.8,0.2
COc1ccc2c(c1OC)C(=O)N(c1ccc(O)cc1)C2=O,26,-8,-0.4,-0.1
COCCNC(=O)CSc1cc(=O)n(C)c2ccccc12,1,-4,0.2,-0.2
O=C(NCCOc1ccc(Cl)cc1)C(=O)Nc1ccccc1,-28,-8,-1.0,0.7
CC(C)OCCCNC(=O)Cn1cc2c(n1)CCCCC2,-2,-1,-0.7,0.4
CCOc1ccccc1CNc1sc2c(c1C(=O)Nc1ccc(OC)cc1)CCC2,6,-2,1.8,-0.1
Cc1cc(C2C(C#N)=C(N)N(c3ccccc3F)C3=C2C(=O)CCC3)c(C)s1 (centres undefined),-2,39,-0.8,-0.2
Cc1ccc(NC(=O)CSC(N)=O)cc1C,12,0,-1.1,-0.1
CCCc1nc(SCC(=O)O)c2c(=O)n(C)c(=O)n(C)c2n1,-4,-17,-1.0,-0.1
O=C(Cn1cnc2ccccc2c1=O)NCCC(=O)N1CCCCC1,-3,12,0.1,0.4
O=C1N[C@@H](Cc2c[nH]c3ccccc23)C(=O)N2CCN(Cc3cccc4ncccc34)C[C@H]12,7,20,-0.7,0.2
CCOC(=O)c1cnc(SC2CC(=O)N(c3cccc(F)c3)C2=O)nc1N (centres undefined),0,-2,7.5*,0.0
O=Cc1ccc(OCc2cccc(C(F)(F)F)c2)cc1O,3,7,1.9,0.1
COc1ccc(CN2CCN(C(=O)c3ccco3)CC2)c(OC)c1OC,0,26,0.2,-0.1
COc1cccc2cc(-c3csc(-c4ccc(Cl)cc4)n3)c(=O)oc12,0,-1,0.2,-0.1
Cc1cc(-c2cnc(N3CCCC3)nc2C2CCCN(C(=O)C3CC3)C2)on1 (centres undefined),-21,-6,1.1,0.0
Cc1ccccc1C(=O)Nc1cccc(NC(=O)/C=C/c2ccco2)c1,-5,2,0.6,0.1
CCN(CCCNC(=O)c1ccc2c(c1)NC(=O)c1ccccc1N2)c1cccc(C)c1,-11,16,0.4,0.2
CN1CCN(CC(=O)N2c3ccccc3C(C)(c3ccc(Cl)cc3)CC2(C)C)CC1 (centres undefined),13,5,-0.6,-0.1
Cc1ccc(SCCNC(=O)c2ccc(CN3CCOCC3)cc2)cc1,0,18,-0.8,0.2
Cc1cc(=O)[nH]c(N2CCN(CC(=O)NCc3ccccc3)CC2)n1,-10,2,1.0,0.0
CC(=O)OCCNC(=O)/C(=C/c1ccc(Cl)cc1)NC(=O)c1ccccc1,-4,8,0.1,0.1
COc1ccc(CN2CCN(Cc3ccccn3)CC2)cc1,-3,43,0.6,-0.1
COc1cccc(-n2nc(C(=O)Nc3c(F)cc(F)cc3Br)c3ccccc3c2=O)c1,3,-3,-1.1,0.1
Cc1ccc(NC(=O)C(C)N2C(=O)c3ccccc3S2(=O)=O)c(C)c1 (centres undefined),2,2,-2.8,0.2
CC(=O)c1cccc(OCC(O)CNCc2cccc(C(F)(F)F)c2)c1 (centres undefined),5,57*,-0.5,-0.2
Cc1cccc(CN2CCC(C3(C)NC(=O)N(Cc4ccsc4)C3=O)CC2)n1 (centres undefined),6,11,3.2,0.0
CCC1CCCCN1CCNS(=O)(=O)c1ccc2c(c1)n(C)c(=O)c(=O)n2C (centres undefined),5,-21,0.4,-0.1
COc1ccc(NC(=O)CN2C(=O)C(C)N(c3ccc(C)cc3)C2=O)c(OC)c1 (centres undefined),-4,-11,-2.2,-0.1
COc1ccccc1NC(=O)c1ccc(C(=O)Nc2ccccc2OC)nc1,-2,0,-1.0,0.5
CCOc1cc(CNCc2ccccc2)cc(Cl)c1OC,1,-2,-0.1,0.1
O=C(O)C12C[C@H]3C[C@@H](C1)CC(n1nc([N+](=O)[O-])nc1Br)(C3)C2,-3,13,-1.3,0.2
COc1ccc(-c2noc(N(C)CC(=O)Nc3cccc(Cl)c3)n2)cc1,-8,11,1.6,0.7
CC(=O)c1c(C)[nH]c(C(=O)Nc2nc3c(C)cccc3s2)c1C,-43,2,0.8,-0.1
O=C(O)/C=C/C(=O)NNC(=O)c1ccccc1O,-22,10,0.3,-0.8
CCOc1cc(C=O)ccc1OCC(=O)OC,-7,9,0.9,0.0
CCCCCCCn1c(CN2CCN(C(=O)OCC)CC2)nc2c1c(=O)n(C)c(=O)n2C,6,13,-1.2,1.0
CCOC(=O)CNC(=O)c1cc2ccccc2c(=O)o1,-3,-4,0.0,0.0
COc1ccc(S(=O)(=O)NCCCC(=O)O)cc1N(C)S(C)(=O)=O,-7,12,-0.5,-0.1
O=S(=O)(c1ccc(-c2csc(=Nc3ccc(Cl)cc3)n2Cc2ccc(Cl)cc2)cc1)N1CCCCC1,6,10,3.4,0.0
CCCCC(c1nnnn1CC1CCCO1)N1CCN(c2ccc(F)cc2)CC1 (centres undefined),-6,43,2.7,1.3
COc1ccc(C2=NN(C(=O)CSc3nnc(CNC(=O)c4ccco4)n3-c3ccccc3)C(c3cccc(OC)c3OC)C2)cc1 (centres undefined),8,8,0.7,0.4
CCC1CCCCN1C(=O)c1cc2ncc(Br)cn2n1 (centres undefined),-6,14,0.8,-0.1
COC(=O)CSC1=C(C#N)C(c2ccc(Cl)cc2)C(C(=O)OC(C)(C)C)=C(C)N1 (centres undefined),-22,-8,2.6,0.0
COc1ccccc1/C=C1N=C(/C=C/c2ccccc2OC)OC\1=O,4,8,-0.4,0.3
COc1ccc(S(=O)(=O)NCCOc2ccc(F)cc2)cc1F,-1,0,0.0,0.8
O=C(CNCc1ccccc1Cl)CSc1nc2[nH]ncc2c(=O)n1-c1cccc(C(F)(F)F)c1,3,1,-0.2,0.1
COc1cc(C2NC(=O)NC(C)=C2C(=O)OCC(F)(F)F)cc(OC)c1OC (centres undefined),-15,-3,0.2,-0.1
O=C1C2CCCN2C(=S)N1C1CCCCC1 (centres undefined),-14,-1,-0.7,0.1
CC(C)Nc1c([N+](=O)[O-])c(=O)oc2ccccc12,1,7,-0.5,0.2
CC(c1ccccc1)C(Cc1nc2ccccc2[nH]1)c1nc2ccccc2[nH]1 (centres undefined),6,-12,-0.7,0.5
CCn1c(=O)cc(OCC(=O)N2CCCCC2)c2ccccc21,5,-13,1.4,-0.2

(more compounds)
| structure | TEAD-YAP inh | MITF primary | GPR151 activ | FBW7 act |
| --- | --- | --- | --- | --- |
| O=C1c2cccc3c(N4CCCCC4)ccc(c23)C(=O)N1c1ccc(Cl)cc1 | 8 | 2 | -0.7 | 0.0 |
| Cc1cccc(Nc2cc(N3CCOCC3)c3noc4c3c2C(=O)c2ccccc2-4)c1 | -1 | 15 | -0.4 | -0.1 |
| CCN(CC)C(=O)CSc1ncc(-c2ccc([N+](=O)[O-])cc2)[nH]1 | -21 | -5 | 0.2 | 0.0 |
| Cc1ccc(OC(=O)/C=C/c2cc([N+](=O)[O-])ccc2Cl)cn1 | 11 | 11 | 1.1 | 0.0 |
| CC(C)(C)C1CCc2c(sc(NC(=O)C34CC5CC(CC(C5)C3)C4)c2C#N)C1 (centres undefined) | 1 | 14 | -0.7 | 0.0 |
| CC1=C(C(=O)Nc2ccccc2)C(c2cccs2)C(C#N)=C(SCC(=O)Nc2ccc(Cl)c(Cl)c2)N1 (centres undefined) | 3 | 11 | 3.2 | 0.3 |
| S=C(NCCCN1CCOCC1)N1CCN(c2nc(-c3ccccc3)cs2)CC1 | -18 | -3 | 0.6 | -0.1 |
| CCC(=O)Nc1nonc1-c1nc2ccccc2n1Cc1cccc2ccccc12 | 13 | -5 | -0.3 | -0.1 |
| CCOC(=O)c1cnc2c(C)c(-c3ccc(C)cc3)nn2c1C | -6 | 15 | -1.2 | 0.1 |
| CC(Nc1ccc(Br)cc1)C(=O)N/N=C/c1cccnc1 (centres undefined) | 14 | 15 | -1.4 | 0.0 |
| O=C(CN1N=C(c2ccc(Cl)cc2)CCC1=O)N1CCOCC1 | -4 | -4 | 1.1 | 0.2 |
| O=S(=O)(N/N=C/c1ccccc1)c1cc(Cl)ccc1Cl | -6 | -3 | 0.1 | 0.1 |

Single values from the results shown:
GPR151 activ, `Cc1cc(=O)[nH]c(N2CCN(CC(=O)NCc3ccccc3)CC2)n1` → 1.0
MITF primary, `COc1ccc(S(=O)(=O)NCCCC(=O)O)cc1N(C)S(C)(=O)=O` → 12
GPR151 activ, `COc1ccc(OCC(=O)Nc2ccc(I)cc2C)cc1` → 4.3

The listing continues:
| structure | TEAD-YAP inh | MITF primary | GPR151 activ | FBW7 act |
| --- | --- | --- | --- | --- |
| O=C(CC1C(=O)NCCN1Cc1ccccc1C(F)(F)F)NCC1(O)CCCCC1 (centres undefined) | 5 | -3 | 1.0 | 0.0 |
| O=C(NCCCO)c1cc[n+](CC(=O)c2cccs2)cc1 | -13 | -3 | 1.5 | 0.7 |
| CC(C)OC(=O)CSc1nnnn1-c1ccc2c(c1)OCCO2 | -3 | 15 | -0.2 | 1.3 |
| Cc1cccc2c(C(=O)Nc3ccccc3)cc(-c3ccc(Br)cc3)nc12 | -9 | -20 | -1.0 | 0.1 |
| COc1ccccc1N(CN1C(=O)C2CCC(C)CC2C1=O)C(C)=O (centres undefined) | 12 | 3 | 0.8 | 0.0 |
| COc1ccc(C(C)=O)cc1COC(=O)Cc1ccc(Cl)cc1 | 6 | 9 | -0.8 | 0.2 |
| CN1CCN(c2ccc(CNC(=O)c3cc4ccccc4o3)cc2)CC1 | -15 | 3 | -1.6 | -0.1 |
| CC(=O)c1ccc(NC(=O)c2cc(C)nn2-c2ccccc2)cc1 | -5 | 1 | -0.1 | 0.1 |
| N/C(=N/S(=O)(=O)c1ccc(Br)cc1)c1ccccc1 | 1 | -1 | 0.6 | 0.1 |
| CCCNc1ccnc(N2CCc3ccccc3C2)n1 | -42 | 12 | -2.9 | 0.2 |
| COCCN1C=C(C(=O)OC)C(c2sccc2C)C(C(=O)OC)=C1 | -1 | 11 | -0.4 | 0.2 |
| COc1ccc(CCNC(=O)c2ccc3c(=O)n(CCc4ccccc4)c(=S)[nH]c3c2)cc1OC | 7 | 21 | -1.1 | 0.3 |

Arranged by molecular weight (rising): part of the list above
| structure | TEAD-YAP inh | MITF primary | GPR151 activ | FBW7 act |
| --- | --- | --- | --- | --- |
| COc1ccc(S(=O)(=O)NCCCC(=O)O)cc1N(C)S(C)(=O)=O | -7 | 12 | -0.5 | -0.1 |
| CCN(CCCNC(=O)c1ccc2c(c1)NC(=O)c1ccccc1N2)c1cccc(C)c1 | -11 | 16 | 0.4 | 0.2 |
| CC1=C(C(=O)Nc2cccc(C(F)(F)F)c2)C(c2ccc3c(c2)OCO3)C2=C(CCCC2=O)N1 (centres undefined) | -19 | 2 | 0.5 | 0.0 |
| CC1=C(C(=O)Nc2ccccc2)C(c2cccs2)C(C#N)=C(SCC(=O)Nc2ccc(Cl)c(Cl)c2)N1 (centres undefined) | 3 | 11 | 3.2 | 0.3 |
| COc1ccc(C2=NN(C(=O)CSc3nnc(CNC(=O)c4ccco4)n3-c3ccccc3)C(c3cccc(OC)c3OC)C2)cc1 (centres undefined) | 8 | 8 | 0.7 | 0.4 |

(continued)
| structure | TEAD-YAP inh | MITF primary | GPR151 activ | FBW7 act |
| --- | --- | --- | --- | --- |
| COCCNC1CCN(CCc2ccc(OC)cc2)CC1 | 8 | 22 | 3.3 | 0.7 |
| CC(=O)Nc1ccc(N/C=C(/C#N)c2nc(-c3ccc(F)cc3)cs2)cc1 | -5 | 6 | 2.3 | 0.0 |
| COc1cccc(C(=O)Nc2ccc(N3CCOCC3)c(Cl)c2)c1 | -19 | 14 | -5.5 | 0.0 |
| CN1CCN(c2ccnc3c(-c4ccc(O)cc4)cnn23)CC1 | 43* | 78* | 0.2 | -0.6 |
| COc1ccc(CN2C[C@@H]3C[C@@H](c4cccn4-c4cccnc4)N4CCC[C@@]34C2=O)cc1 | 10 | 3 | -0.4 | 0.2 |
| Cc1cc(C)n(-c2nc3ccccc3nc2Nc2ccc3c(c2)OCO3)n1 | -2 | -3 | 0.8 | 0.2 |
| CN(C)[C@@H]1CCN(Cc2cccc(Cl)c2)C[C@@H]1CCC(=O)N1CCSCC1 | -2 | -6 | -2.3 | -0.1 |
| Cc1cccc(N2CCN(S(=O)(=O)CCNC(=O)COc3ccccc3F)CC2)c1 | -6 | 14 | -0.5 | 0.0 |
| Cc1ccc(O)c(NC(=O)c2cc(-c3ccc4c(c3)OCO4)on2)c1 | -6 | 21 | -0.2 | 0.0 |
